Compound activity deposited in PubChem by The Scripps Research Institute Molecular Screening Center.
MITF primary: inhibitors of human MITF; AID 1259374; inhibition, % at 2.6 µM; 650,000 compounds, 0.91% hits; O75030; AlphaScreen MITF homodimerization, bead proximity signal; in the data active = inhibition above about 50%;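 note: 0% = vehicle wells with protein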
Target sequence (O75030 whole entry, looked up): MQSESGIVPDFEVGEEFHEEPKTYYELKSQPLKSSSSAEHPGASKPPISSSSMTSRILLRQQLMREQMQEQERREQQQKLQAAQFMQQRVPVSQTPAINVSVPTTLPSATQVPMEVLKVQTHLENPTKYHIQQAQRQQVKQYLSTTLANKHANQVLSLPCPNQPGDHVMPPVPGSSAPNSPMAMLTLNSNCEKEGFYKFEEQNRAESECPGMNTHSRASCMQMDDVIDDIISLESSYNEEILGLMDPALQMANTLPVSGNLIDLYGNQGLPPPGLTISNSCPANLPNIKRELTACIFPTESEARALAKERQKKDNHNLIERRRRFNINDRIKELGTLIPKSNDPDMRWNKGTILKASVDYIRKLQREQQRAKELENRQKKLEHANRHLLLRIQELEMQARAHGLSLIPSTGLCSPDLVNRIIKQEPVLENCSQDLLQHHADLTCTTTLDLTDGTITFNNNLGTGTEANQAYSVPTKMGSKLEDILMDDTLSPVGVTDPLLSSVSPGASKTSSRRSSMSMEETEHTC
GPR151 ag: activates the human receptor GPR151; activation, % at 11.2 µM; Q8TDV0; PathHunter beta-arrestin GPR151 cells, luminescence; AID 1508602; 650,000 compounds, 1% hits; in the data active = activation above about 4.9%;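 note: 0% = median of compound wells and 100% = cells with positive control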
Target sequence (Q8TDV0 whole entry, looked up): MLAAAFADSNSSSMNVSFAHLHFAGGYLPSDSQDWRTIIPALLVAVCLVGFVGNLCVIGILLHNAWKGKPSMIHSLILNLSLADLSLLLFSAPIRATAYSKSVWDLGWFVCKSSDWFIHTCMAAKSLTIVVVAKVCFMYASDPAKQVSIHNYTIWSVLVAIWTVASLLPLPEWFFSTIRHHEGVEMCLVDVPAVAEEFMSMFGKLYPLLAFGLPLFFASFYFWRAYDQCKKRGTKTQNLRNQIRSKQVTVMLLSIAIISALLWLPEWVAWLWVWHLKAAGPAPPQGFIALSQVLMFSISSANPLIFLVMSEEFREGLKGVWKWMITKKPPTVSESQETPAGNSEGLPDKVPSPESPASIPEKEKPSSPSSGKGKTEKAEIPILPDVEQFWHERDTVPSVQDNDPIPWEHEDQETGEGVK
FBW7 activator: human FBW7 E3 ligase activation, primary screen; Q969H0; AlphaScreen FBW7–phospho-cyclin E peptide binding, activator screen; normalized activity (activation), % at 26.1 µM; 650,000 compounds, 0.13% hits; in the data active = normalized activity above about 1.9%;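 note: purified mutant Fbw7 with reduced substrate affinity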
TEAD-YAP inh: TEAD-YAP interaction inhibition; HEK-TIYL cells, TEAD-Gal4/YAP UAS-luciferase luminescence; inhibition, % at 9.12 µM; 640,000 compounds, 1.4% hits; AID 1259422; in the data active = inhibition above about 32%;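 note: 0% = median of test compound wells and 100% = reference inhibitor wells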
Active calls of the source: *; & = joins results of further samples.

Results follow in this order: MITF primary, GPR151 ag, FBW7 activator, TEAD-YAP inh
COC(=O)c1c(N2C(N)=C(C#N)C(c3cccc([N+](=O)[O-])c3)C3=C2CC(C)(C)CC3=O)sc2c1CCCCC2 (stereo not given)
→ -16.0, -0.1, -0.1, -0.4
O=C(COc1ccccc1Cl)NCc1nc(-c2ccccc2)no1
→ 1.1, -1.2, -0.1, 2.2
CCC(C)NC(=O)CSc1nc2ccccc2c(=O)n1Cc1ccco1 (stereo not given)
→ 4.0, 0.7, 0.0, -3.7
O=C(Nc1ccccc1C(=O)Nc1ccc(Cl)cc1)c1cccc(S(=O)(=O)N2CCCCCC2)c1
→ -5.6, -0.7, -0.2, -1.4
CCc1ccc(OCCCC(=O)Oc2ccc3c(C)cc(=O)oc3c2)cc1
→ 0.7, -0.3, 0.2, 6.7
COc1cc(C2C(C(=O)OCC(C)C)=C(C)NC3=C2C(=O)CC(c2ccc(Cl)cc2)C3)cc(Br)c1O (stereo not given)
→ 5.4, -0.2, -0.1, 2.1
CC(C)N(CC(N)=O)C(=O)c1c(F)cccc1Cl
→ -5.6, -0.6, 0.0, 5.6
CCOC(=O)c1ccc(NC(=O)COc2ccc(C(C)C)c(C)c2)cc1
→ 10.7, -1.5, 0.0, 1.5
COc1ccccc1N=c1scc(-c2ccc(OC)c(OC)c2)n1CCCO
→ 10.8, 1.1, -0.4, 41.8*
Cc1ccccc1CC1S/C(=N/c2ccccn2)NC1=O (stereo not given)
→ -5.7, 1.0, -0.1, 4.0
CCSCCOC(=O)C1=C(C)N(C)C(=O)NC1c1ccc2c(c1)OCO2 (stereo not given)
→ -4.3, 0.3, -0.1, 6.9
CCC(C)NCCOc1ccc(C)cc1[N+](=O)[O-] (stereo not given)
→ 26.2, -0.6, -0.1, 10.1
CC(C)n1c(-c2ccc(C(=O)N3CCN(C)CC3)cc2)nc2c(Nc3ccc(Oc4ccccc4)cc3)ncnc21
→ -3.5, 4.2, -0.1, -12.2
COC(=O)c1ccccc1NC(=O)CSc1ncc(C#N)c(N)n1
→ 2.8, 0.2, 0.0, 11.1
Cc1cc(F)ccc1C(=O)Nc1cccc([N+](=O)[O-])c1
→ 12.7, -1.3, -0.1, -41.1
Cc1ccc(C)c(NC(=O)c2ccc(S(=O)(=O)N3CCc4ccccc4C3)cc2)c1
→ 3.3, -0.6, 0.1, 3.7
Cc1ccsc1C(C(=O)NCCc1ccccc1)N(C(=O)c1csnn1)C1CC1 (stereo not given)
→ 2.9, -1.4, 0.2, 0.1
CN1CCN(C(=O)c2ccc(-c3cccc(C(N)=O)n3)cc2)CC1
→ 7.9, 1.4, 0.2, 5.0
CCCNC(=O)Cn1cnc2sc(C(=O)Nc3ccc(Br)cc3C)c(C)c2c1=O
→ -2.0, 0.2, 0.3, -6.5
COC(CNC(=O)c1cccc2c1C(=O)N(Cc1cccnc1)C2)OC
→ -9.7, -0.6, -0.1, -7.2
Cc1ccn2c(-c3csc(Nc4cccc([N+](=O)[O-])c4)n3)c(C)nc2c1
→ -0.9, -0.6, 0.1, -3.5
Cc1ccccc1CN1CCc2nc(N3CCOCC3)[nH]c(=O)c2C1
→ -4.8, 0.1, 0.0, -4.6
O=C1CC(Cc2ccccc2)C(=O)N1c1ncccn1 (stereo not given)
→ 2.8, -0.2, 0.0, -3.6
O=C(Cc1ccccc1)N1N=C(C(F)(F)F)CC1(O)c1ccncc1 (stereo not given)
→ 8.4, -0.7, 0.5, -7.9
CC(C)CCCN1CCC(N(C)Cc2ccno2)CCC1=O (stereo not given)
→ 2.8, -0.5, 0.1, -1.4
CCSc1nnc(NC(=O)c2ccncc2)s1
→ -6.4, -7.4, -0.1, -17.6
CCSCCOC(=O)C1=C(C)NC2=C(C(=O)CC(c3ccccc3)C2)C1c1ccc(OC)c(OC)c1 (stereo not given)
→ -15.1, 0.4, 0.1, 3.3
O=C(Nc1cccc(-c2nc3cc(Cl)ccc3o2)c1)c1cccc2ccccc12
→ 2.0, -0.8, 0.0, -1.5
O=C(CCN1C(=O)C2C3C=CC(C3)C2C1=O)NC1CCCc2ccccc21 (stereo not given)
→ -9.3, 0.0, -0.1, 1.4
COc1ccc(/C=C2/SC(=O)NC2=O)cc1
→ -0.1, -4.6, -0.3, -24.8

Results in FBW7 activator, TEAD-YAP inh and MITF primary, for two of the compounds above:
Molecule	FBW7 activator	TEAD-YAP inh	MITF primary
O=C1CC(Cc2ccccc2)C(=O)N1c1ncccn1 (stereo not given)	0.0	-3.6	2.8
COc1ccc(/C=C2/SC(=O)NC2=O)cc1	-0.3	-24.8	-0.1

Further structures
Results follow in this order: MITF primary, GPR151 ag, FBW7 activator, TEAD-YAP inh
O=C(CSCc1ccccc1)Nc1ccc(S(=O)(=O)N2CCCC2)cc1
→ 11.5, 0.0, -0.3, 6.7
COc1ccc(C2CC(C(F)(F)F)n3nc(C(=O)NCCc4ccccc4)cc3N2)cc1 (stereo not given)
→ 17.6, -0.6, 1.0, -9.4
COc1ccc(CN2CCCC(C(N)=O)C2)cc1 (stereo not given)
→ -4.3, -1.1, 0.0, 7.8
CC(=O)c1ccc(NC(=O)CSc2nnnn2-c2cc(C)cc(C)c2)cc1
→ 16.6, 0.6, 0.1, 15.9
O=C(NCCC1=CCCCC1)c1ccc2c(=O)n(CCCN3CCCC3=O)c(=S)[nH]c2c1
→ -13.3, -0.2, -0.2, -5.5
COc1ccccc1NC(=O)Nc1ccnn1C1CCN(C(=O)c2ccsc2)CC1
→ 10.2, -0.3, 0.2, -6.8
N#Cc1cc(-c2ccnc(Nc3ccc(N4CCOCC4)cc3)n2)cc(N2CCNCC2)c1
→ 3.1, -1.7, -0.3, -34.0
O=C(COC(=O)c1ccc(O)cc1)Nc1ccccc1
→ 11.0, -1.1, -0.1, 0.5
COc1ccc2[nH]c(C(=O)N3CCOCC3)cc2c1
→ 9.4, 1.8, 0.1, -2.6
FC(F)(F)c1ccc(Cn2cnc3c(Nc4ccc(N5CCOCC5)cc4)nc(-c4ccc(N5CCOCC5)nc4)nc32)cc1
→ 18.3, -1.6, 0.4, 4.6
FC(F)(F)c1cccc(COCCn2cc(-c3ccncn3)cn2)c1
→ 16.9, -1.5, 0.4, -4.2
CCOc1ccc(/C=C/C(=O)NCCc2ccccc2)cc1
→ -9.0, 0.5, -0.1, -13.0
CCOC(=O)C1(Cc2ccc(OC)cc2)CCN(S(=O)(=O)c2cccnc2)CC1
→ 13.3, -0.1, 0.2, -1.2
O=C(Cn1nnc(-c2c[nH]c3ccccc23)n1)NCc1ccc(F)cc1
→ -4.0, -0.9, 0.0, -0.5
C/C(CC(=O)Nc1ccc(Br)cc1)=N\NC(=O)c1ccccc1
→ 13.5, -0.9, 0.0, -41.6
COc1ccccc1N(CN1CCCC1=O)C(=O)c1ccccc1
→ -4.3, -0.2, 0.2, -6.0
Cc1ccc(Cl)cc1NC(=O)Nc1nnc(N2CCCCC2)s1
→ -12.5, 0.4, -0.2, 6.5
O=C(CC1S/C(=N/N=C/c2ccc(Cl)cc2)NC1=O)Nc1ccccc1 (stereo not given)
→ 11.3, -1.5, 0.6, 6.7
Cc1ccc(CNC(=O)c2nnn(-c3ccc4c(c3)OCCO4)c2N)cc1
→ -2.7, 1.0, 0.0, 27.9
CCN(CC)c1nc(Nc2ccccc2)nc(NC2CC2)n1
→ 5.2, -0.7, 0.0, 1.7
N#CCCn1c(-c2cncs2)nc2ccccc21
→ 10.4, 1.5, 0.1, -15.8
Cc1cc(=O)oc2cc(OCC(=O)NCC3CCCO3)ccc12 (stereo not given)
→ 9.7, -0.6, 0.4, -0.4
CCc1nnc(NC(=O)COc2ccc3ccccc3c2)s1
→ 10.3, 2.4, 0.2, 2.0
O=C(COC(=O)c1ccccc1C(=O)N(c1ccccc1)c1ccccc1)c1ccc(Br)cc1
→ 4.0, -0.3, -0.1, -0.2
COc1ccc(NC(=O)c2ccc(-c3ccc(-c4noc(C)n4)cc3C)cc2)cc1N1CCN(C)CC1
→ 0.6&1.2, 2.5&-1.5, -0.1&-0.1, -12.3
CC1CCCN(c2ccc(C(=O)NCc3cccs3)cn2)C1 (stereo not given)
→ 13.6, 0.0, 0.4, -26.7
CC1(C)CC(=O)C2=C(C1)OC(c1ccncc1)C(C#N)=C2N (stereo not given)
→ 3.5, -2.2, 0.6, 3.9
O=C(Nc1cccc(C(F)(F)F)c1)c1ccc(F)c(S(=O)(=O)NC2CCCCCC2)c1
→ 12.8, -0.1, 0.1, 1.5
Clc1ccc(C2=NN(c3ccccc3)C(c3cn(-c4ccccc4)nc3-c3cccnc3)C2)cc1 (stereo not given)
→ -0.6, 0.1, -0.2, 1.3
CC(C)(C)CN1CCN(Cc2cnc(-c3cccc4ccccc34)nc2)CC1CCO (stereo not given)
→ -4.5, 1.2, 0.1, -4.5

Quoted from the listing.
Entry for Cc1ccccc1CN1CCc2nc(N3CCOCC3)[nH]c(=O)c2C1 in GPR151 ag: 0.1
Entry for CCC(C)NC(=O)CSc1nc2ccccc2c(=O)n1Cc1ccco1 (stereo not given) in MITF primary: 4.0
Entry for CCc1ccc(OCCCC(=O)Oc2ccc3c(C)cc(=O)oc3c2)cc1 in GPR151 ag: -0.3
Entry for COC(=O)c1c(N2C(N)=C(C#N)C(c3cccc([N+](=O)[O-])c3)C3=C2CC(C)(C)CC3=O)sc2c1CCCCC2 (stereo not given) in MITF primary: -16.0

Next section:
Results follow in this order: MITF primary, GPR151 ag, FBW7 activator, TEAD-YAP inh
O=C(COc1ccccc1)Nc1cccc(-c2nc3ncccc3o2)c1
→ -6.1, -0.2, 0.1, -6.9
CC(C)Oc1cccc(C(=O)Nc2nncs2)c1
→ -6.6, 1.3, 0.0, -30.6
C=CCSc1nnc2c(n1)OC(c1ccccc1OCCCC)Nc1ccccc1-2 (stereo not given)
→ 3.9, 1.7, -0.1, -25.6
O=C(O)c1ccc(NC(=O)c2ccc(N3C(=O)C4C5CCC(C5)C4C3=O)cc2)cc1 (stereo not given)
→ 6.5, 2.2, 0.1, 8.7
CC(NC(=O)C(=O)NC1CCCCC1C)c1ccccc1 (stereo not given)
→ 11.7, -0.6, 0.2, -5.1
O=C(Nc1ncc(Br)cc1Br)c1cccc(Cl)c1
→ -2.9, 0.8, 0.0, -15.0
O=S1(=O)CCC(NC(=S)SCc2ccccc2Br)C1 (stereo not given)
→ -3.0, -1.3, -0.1, 7.2
Cc1nc2c3ccccc3nc(SCc3ccc(Cl)cc3)n2n1
→ -13.2, 1.5, 0.1, -12.3
Cc1ccc(S(=O)(=O)NC2=NCN(c3cccc([N+](=O)[O-])c3)CN2)cc1
→ 7.6, 2.4, 0.1, -0.5
COc1ccc(NC(=O)C(=S)N2CCN(C)CC2)cc1
→ 6.0, -0.7, 0.0, -3.6
NC(=O)c1ccc(NC(=O)COC(=O)c2cc(-c3ccco3)nc3ccccc23)cc1
→ 30.9, -1.1, -0.2, 2.4
O=[N+]([O-])c1cc(C(F)(F)F)ccc1Sc1nnnn1-c1cccc2ccccc12
→ -6.7, 0.0, 0.0, 7.9
CCOc1ccc(-n2c(=S)sc3c(=O)n(-c4ccc(C)cc4)c(SCC(=O)N(CC)c4cccc(C)c4)nc32)cc1
→ -9.9, -0.6, -0.1, 14.5
SCCNc1n[nH]c(Nc2ccccc2)n1
→ 18.2, 0.0, -0.4, -16.5
Cc1cccc(CN(c2ccccc2C)S(C)(=O)=O)c1
→ -1.1, -1.8, 0.3, 8.4
CC1(C(=O)NC2CCCCCC2)CN(S(C)(=O)=O)CC(=O)N1c1ccccc1F (stereo not given)
→ 15.2, -2.9, 0.5, -5.3
O=C(CSc1nc2ccccc2o1)Nc1ncc(Br)cc1Br
→ 1.8, 0.8, -0.1, -30.5
COc1ccc(NC(=O)CSc2nc(N)cc(=O)[nH]2)cc1Br
→ -7.5, 2.4, -0.1, 3.3
CCN1CCN(C(=S)Nc2ccc3nc(N4CCN(C)CC4)cc(C)c3c2)CC1
→ -25.5, -0.4, -0.1, 0.3
CCOC(=O)NC(Nc1sc2c(c1C(=O)OCC)CCN(C)C2)(C(=O)OCC)C(F)(F)F (stereo not given)
→ -3.4, -0.4, 0.0, 1.5
CCOC(CNC(=O)c1ccc(N2CCc3ccccc32)c([N+](=O)[O-])c1)OCC
→ 16.8, -0.4, 0.4, -4.2
C1=C2CCc3c([nH]c4ccccc34)C2N(c2ccccc2)N1 (stereo not given)
→ 9.1, 0.8, -0.1, 8.4
C[C@@H](Cn1nnc2ccccc21)NC(=O)c1ccco1
→ -8.0, 0.5, 0.0, -2.2
COc1ccc(CNC(=O)C2(O)c3ccccc3NC(=O)N2c2c(F)cccc2F)cc1 (stereo not given)
→ -11.5, -0.8, -0.1, 1.8
O=C(CC1C(=O)NC2CCCCC2N1C(=O)Nc1ccccc1)Nc1ccccc1 (stereo not given)
→ -9.3, -2.0, -0.1, -20.8
Cc1cccc(N=C2NC(=O)/C(=C/c3ccccc3F)S2)c1C
→ 5.0, -0.2, -0.1, 0.9
COc1cc(CN2CCNC(=O)C2CC(=O)NC2CCC2)cc(OC)c1 (stereo not given)
→ -8.2, -0.2, -0.1, -1.2
COC(=O)C(C)Sc1ncnc2c1c(-c1ccccc1)cn2-c1cccc(F)c1 (stereo not given)
→ 2.0, -2.6, -0.1, -12.6
